From PubChem BioAssay
Lmaj promast – inhibitors of Leishmania major promastigote growth; actives 9% (n = 200,000); Leishmania major promastigotes, resazurin fluorescence viability; inhibition, % at 10 µM; in the data active means inhibition above about 50%;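 further: promastigotes grown with compound for 44 hours at 28 °C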
HMGR II inh – inhibitors of class II HMG-CoA reductase from Enterococcus faecalis; inhibition, % at 10 µM; purified E. faecalis HMGR, NADPH absorbance 340 nm kinetic; AID 1066; actives 0.41% (n = 190,000);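 active means inhibition above a set limit, the median over all tested compounds plus 3 SD, cut at about 9.5% in these data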;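 further: enzyme runs in reverse so mevalonate oxidation gives rising NADPH absorbance; 0% = complete reaction with DMSO and 100% = background rate lacking mevalonate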
Hsp70 activator – transcriptional activators of Hsp70; HeLa Hsp70 promoter luciferase reporter, luminescence; scaled: vehicle 0, proteasome-inhibitor control 100%; actives 0.04% (n = 200,000); activation, % at 10 µM; AID 1203;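 active means activation above the mean across all tested compounds plus 3 SD, cutoff set per campaign, cut at about 5.5% in these data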;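 further: 100% = MG132 at 30 µM as the positive control and 0% = DMSO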
PMI act – activators of human phosphomannose isomerase; P34949; purified human PMI, coupled resazurin fluorescence, 20 min; hits give high values; 1 = vehicle control, 0 substrate-free wells; activation factor at 20 µM; actives 0.005% (n = 190,000); AID 1214;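 active means activation factor of 2 or more at 20 µM, relative to plate controls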
Target sequence (P34949 whole entry, looked up): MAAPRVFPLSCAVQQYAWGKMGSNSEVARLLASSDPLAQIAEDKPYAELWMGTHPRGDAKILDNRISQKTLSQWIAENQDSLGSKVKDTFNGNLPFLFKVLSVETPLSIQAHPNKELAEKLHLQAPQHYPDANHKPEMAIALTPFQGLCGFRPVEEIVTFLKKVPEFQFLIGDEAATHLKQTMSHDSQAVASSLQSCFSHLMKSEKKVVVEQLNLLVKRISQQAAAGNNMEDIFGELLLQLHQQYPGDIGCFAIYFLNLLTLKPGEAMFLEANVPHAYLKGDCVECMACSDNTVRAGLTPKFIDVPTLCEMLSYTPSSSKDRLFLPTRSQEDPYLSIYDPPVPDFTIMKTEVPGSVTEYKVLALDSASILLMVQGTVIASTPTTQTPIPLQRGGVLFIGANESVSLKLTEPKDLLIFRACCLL
PMI act hi M6P – increases human PMI activity with near-saturating mannose 6-phosphate; AID 1216; actives 0.34% (n = 190,000); P34949; coupled PMI enzyme assay, resazurin fluorescence, 20 min; hits give high values; 1 = untreated enzyme, 0 = substrate-free blank; activation factor at 20 µM;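 active means activation factor of 2 or more at 20 µM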
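Test system: human phosphomannose isomerase with PGI, G6PDH, diaphorase coupling enzymes; amount: 15 ng/mL PMI; incubation: enzyme reaction with compound 20 min at room temperature; technique: resorufin fluorescence (Ex 544/Em 590 nm) from resazurin via diaphorase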
TNAP inh hiacc – inhibitors of human TNAP at high phosphate acceptor concentration; P05186; purified TNAP, CDP-star luminescence, 1 M DEA; inhibition, % at 20 µM; actives 0.03% (n = 200,000); AID 1135;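 active means over 50% inhibition of tissue-nonspecific alkaline phosphatase at 20 µM in the single-dose screen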;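 further: plate controls were DMSO wells for no effect and EDTA-quenched wells as full inhibition for full effect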
Target sequence (P05186 whole entry, looked up): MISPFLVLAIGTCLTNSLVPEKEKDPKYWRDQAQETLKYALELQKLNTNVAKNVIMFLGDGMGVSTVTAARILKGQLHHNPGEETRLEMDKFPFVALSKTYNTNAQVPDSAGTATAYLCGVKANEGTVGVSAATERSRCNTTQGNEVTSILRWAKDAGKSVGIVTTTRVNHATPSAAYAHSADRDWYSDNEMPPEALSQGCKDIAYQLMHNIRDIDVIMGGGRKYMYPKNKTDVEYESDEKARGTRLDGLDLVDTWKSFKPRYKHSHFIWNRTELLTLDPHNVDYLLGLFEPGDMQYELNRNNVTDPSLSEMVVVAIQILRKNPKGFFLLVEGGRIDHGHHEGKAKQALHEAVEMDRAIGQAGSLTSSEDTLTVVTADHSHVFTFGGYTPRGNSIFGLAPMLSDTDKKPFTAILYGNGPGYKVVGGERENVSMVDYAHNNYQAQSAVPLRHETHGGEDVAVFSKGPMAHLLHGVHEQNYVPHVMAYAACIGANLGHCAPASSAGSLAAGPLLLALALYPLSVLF
RAM network inh – yeast RAM network inhibition; S. cerevisiae dse1pr::URA3 reporter, 5-FOA growth OD615, 2 d; analog-sensitive cbk1-as2 kinase mutant strain; inhibition, % at 50 µM; actives 1.8% (n = 190,000);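 active means inhibition above a set limit, 3 SD over mean compound inhibition, cut at about 8.4% in these data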;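 further: 0% = DMSO-only wells with no growth and 100% = 10 µM 1-NA-PP1 full growth; inhibition rescues growth on 5-FOA so higher OD means more RAM inhibition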
S1P3 antagonist – antagonists of human S1P3 receptor. Q99500. CHO S1P3 NFAT-BLA reporter, FRET fluorescence, antagonist mode. inhibition, % at 4.98 µM. actives 0.27% (n = 170,000). AID 485;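 active means inhibition above the plate cutoff, the mean inhibition of test wells on that plate plus 3 SD, cut at about 28% in these data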;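 further: cells challenged with S1P at its EC80 of 0.8 µM; blue over green emission ratio from cleaved BLA substrate after 4 h stimulation; 0% = S1P-stimulated wells and 100% = unstimulated DMSO-only wells; some compounds past the cut are filed as inactive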
TNAP inh no acc – blocks human TNAP activity with no phosphate acceptor present; P05186; purified TNAP, CDP-star luminescence, 30 min; inhibition, % at 20 µM; actives 0.26% (n = 200,000);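 active means tissue-nonspecific alkaline phosphatase inhibition above about 50% at 20 µM in the single-dose screen, limit read from the data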;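 further: 0% = DMSO negative control and 100% = EDTA positive control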
DTT redox prof – compounds producing H2O2 with reducing agent – biochemical, NIH compound library profiling, artefact control for MLSCN library redox annotation, primary screen; activation, % at 10 µM; DTT-dependent redox cycling H2O2, phenol red/HRP absorbance; 100% = 100 µM peroxide control, 0% = buffer; actives 0.03% (n = 200,000); AID 878;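 active means activation of at least 50% relative to the plate's high and low controls in the primary single-dose screen; inactive means activation below 50%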;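 further: compound incubated with DTT at 0.8 mM final as the reducing agent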
An asterisk follows results filed as active; . = no result given. Hits appear at their usual frequency, and some 12% of all compounds hit somewhere here.

SMILES	Lmaj promast	HMGR II inh	Hsp70 activator	PMI act	PMI act hi M6P	TNAP inh hiacc	RAM network inh	S1P3 antagonist	TNAP inh no acc	DTT redox prof
CCOC(=O)C1C(CC)NC(=S)NC1(C)O (centres undefined)	-10	-3	-0.2	1	1.1	-5	0.7	3	6	-0.8
Cc1cc(-n2nc(C)cc2C)n2ncc(-c3ccccc3)c2n1	-2	-3	0.0	1	0.9	-5	-0.9	-57	-5	2.4
CCCCN1C(=O)CCC(C(=O)O)C1c1ccccc1 (centres undefined)	-6	2	-0.1	1	1.1	-4	-0.4	.	-11	2.3
CCOc1ccccc1C(=O)NC(C(=O)OCC(=O)Nc1nnc(-c2ccccc2)o1)C(C)C (centres undefined)	-6	-10	-0.1	1	1	0	3.3	-23	1	2.4
O=S(=O)(NCc1ccc(F)cc1)c1ccc2c(c1)OCCO2	-5	2	0.1	1	1	0	1.1	5	6	0.0
Cc1cc(Nc2ccc(F)cc2C)n2ncnc2n1	-5	-1	0.4	0.9	1	-3	0.6	-42	-12	-2.0
CCCOc1ccc(C(=O)NCCc2ccccc2)cc1	8	-1	-0.2	1	1	0	2.3	-9	-7	-1.9
CCCN(Cc1ccccc1)C(=S)Nc1ccc(C(C)=O)cc1	-5	5	0.0	0.9	0.9	0	0.0	-7	5	-0.1
COc1ccc(NC(=O)/C(=C\c2cc(OC)c(OC)cc2[N+](=O)[O-])NC(=O)c2ccccc2)cc1	1	-5	-0.2	0.9	0.8	-1	3.4	.	-6	-1.6
O=C(CC1(O)C(=O)Nc2ccccc21)c1ccccc1O (centres undefined)	-7	4	-0.1	0.9	0.8	-7	1.7	.	-8	-5.8

The list goes on, starting with the last three of the part before.
SMILES	Lmaj promast	HMGR II inh	Hsp70 activator	PMI act	PMI act hi M6P	TNAP inh hiacc	RAM network inh	S1P3 antagonist	TNAP inh no acc	DTT redox prof
CCCN(Cc1ccccc1)C(=S)Nc1ccc(C(C)=O)cc1	-5	5	0.0	0.9	0.9	0	0.0	-7	5	-0.1
COc1ccc(NC(=O)/C(=C\c2cc(OC)c(OC)cc2[N+](=O)[O-])NC(=O)c2ccccc2)cc1	1	-5	-0.2	0.9	0.8	-1	3.4	.	-6	-1.6
O=C(CC1(O)C(=O)Nc2ccccc21)c1ccccc1O (centres undefined)	-7	4	-0.1	0.9	0.8	-7	1.7	.	-8	-5.8
COCc1[nH]nc2c1C(c1sccc1C)C(C#N)=C(N)O2 (centres undefined)	72*	5	0.9	1.1	1	4	1.9	.	0	0.1
COC(=O)CC1C(=O)NCCN1C(=O)CSc1nnnn1-c1ccc(Cl)cc1 (centres undefined)	2	-4	0.0	1	1	-2	1.9	-17	-4	0.2
COc1ccc(NC(=O)/C(C#N)=C/c2cc(C)n(-c3ccc(N4CCOCC4)c([N+](=O)[O-])c3)c2C)cc1	-1	-6	-0.3	0.9	1	7	4.4	-8	5	1.1
CC1=CC2=NC(=O)/C(=C\c3cccn3CCOc3cc(C)ccc3C)C(=N)N2O1	53*	-7	0.0	0.6	0.8	-2	4.6	6	4	-0.4
CCOc1ccccc1Cn1c(=O)oc2ccc(C)cc21	3	-7	-0.3	0.9	0.9	0	8.3	-3	-7	-1.1
O=S(=O)(c1ccccc1)c1cnn(-c2ccccc2)c1-c1ccc(Cl)cc1	55*	1	-0.2	0.9	0.9	-8	4.9	.	-13	2.2
O=c1cc(N2CCc3ccccc3C2)[nH]c(=O)n1Cc1ccc(F)cc1	-2	-2	-0.3	0.9	0.6	-3	4.2	18	-3	0.7
Cc1ccc(NC(=O)c2ccccc2Cl)cc1-n1cnnn1	0	-3	-0.6	1	1	-5	3.0	-21	-6	-1.0
OCCNCCNCc1ccccc1OCc1ccccc1	16	-5	-0.1	1	1	-7	1.2	-11	-1	-0.2
O=C(CSc1nnc(CCCO)n1-c1ccccc1)Nc1nccs1	-5	0	-0.2	1	1	-9	0.6	-5	-13	0.7

4 entries from above, with two lines to a compound:
Below each compound: Lmaj promast | HMGR II inh | Hsp70 activator | PMI act | PMI act hi M6P | TNAP inh hiacc | RAM network inh | S1P3 antagonist | TNAP inh no acc | DTT redox prof
O=c1cc(N2CCc3ccccc3C2)[nH]c(=O)n1Cc1ccc(F)cc1
  -2 | -2 | -0.3 | 0.9 | 0.6 | -3 | 4.2 | 18 | -3 | 0.7
Cc1ccc(NC(=O)c2ccccc2Cl)cc1-n1cnnn1
  0 | -3 | -0.6 | 1 | 1 | -5 | 3.0 | -21 | -6 | -1.0
OCCNCCNCc1ccccc1OCc1ccccc1
  16 | -5 | -0.1 | 1 | 1 | -7 | 1.2 | -11 | -1 | -0.2
O=C(CSc1nnc(CCCO)n1-c1ccccc1)Nc1nccs1
  -5 | 0 | -0.2 | 1 | 1 | -9 | 0.6 | -5 | -13 | 0.7

Additional entries
SMILES	Lmaj promast	HMGR II inh	Hsp70 activator	PMI act	PMI act hi M6P	TNAP inh hiacc	RAM network inh	S1P3 antagonist	TNAP inh no acc	DTT redox prof
CC1(C)CC(c2nc(-c3ccc(Cl)cc3)cs2)CCS1 (centres undefined)	-4	0	-0.1	0.9	1	2	2.2	.	-8	-8.6
COC(=O)C(CO)NC(=O)C(C)NC(=O)CNC(=O)OCc1ccccc1 (centres undefined)	-7	-3	-0.3	1.1	1.1	0	1.0	2	-5	-0.8
CCOC(=O)C(NCc1ccccc1OC)(NC(=O)c1ccccc1)C(F)(F)F (centres undefined)	2	-3	-0.1	1	1	-7	1.9	.	-16	2.3
O=C(Nc1cc([N+](=O)[O-])ccc1N1CCCC1)c1ccco1	-3	7	0.2	1.1	1	14	0.9	-12	13	-0.6
CCC(C)(C(=O)NC1CCCC1)N(Cc1cccs1)C(C)=O (centres undefined)	1	4	-0.4	1	1	-2	0.0	.	-3	-3.0
O=S(=O)(c1ccc(Cl)c(C(F)(F)F)c1)N1CCN(CC(O)COCC2CCCO2)CC1 (centres undefined)	-7	-2	-0.2	0.9	0.9	-6	0.0	1	1	0.4
Cc1cccc2nc(CSc3nc4ccc([N+](=O)[O-])cc4[nH]3)cn12	-3	-4	-0.2	1	1	6	1.0	-8	-54	0.3
CC(C)CN1C(=O)c2ccccc2C1(O)Cc1ccccc1 (centres undefined)	6	-2	-0.6	1.6	2*	-2	0.7	.	-5	0.4
COc1ccc(NS(=O)(=O)c2ccc(-n3nnc4ccccc43)c([N+](=O)[O-])c2)cc1	-5	-6	0.2	0.9	1	1	0.4	.	-11	0.2
O=C(CCSCCC(=O)NCC1CCCO1)NCC1CCCO1 (centres undefined)	-8	-2	-0.2	0.9	0.9	-2	0.9	-37	-6	0.3
Cc1cccc(OCc2nnc(SCC(=O)Nc3sc(C)c(C)c3C#N)n2C)c1	1	-8	-0.4	1	1	-2	3.9	7	-6	-0.6
CC(C)CN1C(=O)C(=O)N(CC(=O)N2CCC(Cc3ccccc3)CC2)C1=O	-1	4	-0.5	1	1.1	-4	3.7	-18	-10	-0.3
Cc1c(NC(=O)CCC(=O)N2CCOCC2)c(=O)n(-c2ccccc2)n1C	0	-2	-0.6	1	1	0	1.5	.	-10	1.0
CCc1nc2ccccc2n(CC)c1=O	-4	-9	-0.3	0.9	0.9	0	0.4	-22	-5	-0.5
O=C(NC(=S)Nc1ccc(Cl)cn1)C(c1ccccc1)c1ccccc1	1	-9	0.1	0.9	0.9	1	4.1	.	9	1.1
Cc1cc(NC(=O)CSc2nc(C(C)C)nc3sc(C)c(C)c23)no1	-2	0	-0.2	1	1	-5	5.1	-6	-10	3.2
Cc1ccc(C(=O)Nc2ccc(N3CCN(S(C)(=O)=O)CC3)cc2)cc1C	-4	-2	-0.4	.	.	1	2.0	4	-5	-0.6
COc1ccc(NC(=O)CSc2nnc3n2CCCCC3)cc1	-3	-4	-0.2	1	1	-4	1.1	-9	-6	0.9
CC1CN(C(=S)NC(=O)C2CCCCC2)CC(C)O1 (centres undefined)	37	-2	-0.1	1	1	-3	0.3	-8	-4	0.2
COc1ccc(Nc2nc(-c3cccs3)nc3ccccc23)c(OC)c1	41	-2	-0.2	0.9	0.8	-3	-0.4	1	-10	-0.2
Cc1nn(C)c(C)c1CN(Cc1nc(CCC(C)C)no1)C(C)C	0	1	-0.2	0.9	0.9	-2	-0.2	32*	-3	1.2
Cc1ccc2nc(N/C(N)=N/S(=O)(=O)c3ccc([N+](=O)[O-])cc3)nc(C)c2c1	99*	-2	-0.6	0.9	1	-1	2.9	-6	5	0.1
COc1ccc(S(=O)(=O)N2CCOCC2)cc1C(=O)Nc1nc2ccccc2s1	-4	0	0.2	0.9	0.9	0	4.2	13	-8	-3.6
Cc1ccc2c(c1)Oc1ccc(NC(=O)CCl)cc1C(=O)N2	98*	4	-0.2	1.1	1	-2	4.1	-24	-4	4.9
CN(C)c1ccc(/C=N/NC(=O)CCCO)cc1	-1	5	-0.3	0.9	0.7	3	2.2	3	-6	-0.4
CCN1CCN(c2nc3c(c(=O)n(C)c(=O)n3C)n2CCSc2ncccn2)CC1	-1	2	-0.3	0.9	0.9	1	0.7	-26	-7	-0.3
COc1ccc(CCCC(=O)N/N=C/c2cccc(OC)c2O)cc1C	98*	-3	0.4	1	1	5	4.1	-11	-19	-0.5
COC(=O)c1ccc(NC(=O)CN(c2ccc3c(c2)OCO3)S(C)(=O)=O)cc1	64*	0	-0.4	0.9	1	2	-0.4	1	-5	0.5
O=C(COC(=O)C1(c2ccc(Cl)cc2)CCCC1)Nc1ncc(C(F)(F)F)cc1Cl	-8	3	-0.2	0.8	1	-2	8.9*	4	-5	0.2
O=S1(=O)NC(=NCCOCCO)c2ccccc21	1	-4	0.2	0.9	0.8	-2	1.6	-4	-5	-0.3
C=CCn1cc(C(=O)NCCCOC)c(=O)c2cc(S(=O)(=O)N(CC)CC)ccc21	-2	2	-0.4	1.1	1	-3	-0.6	-18	0	1.2
COC(=O)C(NC(C)=O)(Nc1ccc(Br)cc1)C(=O)OC	-5	0	-0.5	1.1	1	-2	1.2	.	9	-1.2
O=C(Nc1ccc2c(c1)OCO2)N1CCN(c2ccc(F)cc2)CC1	-2	-3	-0.2	1	0.9	-5	-0.1	18	-6	-0.6
Cc1cccc(NC2=C(Cl)C(=O)OC2NC(=O)c2ccccc2)c1 (centres undefined)	2	-2	-0.5	1.1	1	-4	5.5	.	-8	0.0
COc1ccc(-c2nnc(NC(=O)CSc3ccc(C)cc3)s2)cc1OC	43	5	-0.3	1.1	1	-5	1.5	3	2	0.1
COc1ccc(C(=O)Nc2ccc(S(=O)(=O)N3CCCCC3C)cc2)c(OC)c1OC (centres undefined)	61*	1	-0.7	1	1	-7	3.7	6	7	-1.9
O=C(CN1CCN(Cc2ccc(F)cc2Cl)C1=O)NCc1cccs1	-13	0	-0.1	1.1	1.1	-7	0.1	4	-6	-0.4
